# Keap1 Nrf2 FP: inhibitors of human Keap1-Nrf2 protein-protein interaction. Q14145. Keap1 Kelch-Nrf2 peptide fluorescence polarization, 1536-well. inhibition, % at 9.4 µM. actives 0.15% (n = 340,000); in the data active means inhibition above about 12%;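 further: human Keap1 Kelch domain with fluorescein labeled Nrf2 9mer peptide probe; 0% = neutral control wells and 100% = peptide positive control; higher means more block of Keap1 binding to Nrf2 peptide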
# C-LANA FP: blocks KSHV LANA C-terminal domain binding to DNA | MBP-C-LANA/FAM-LBS DNA binding, fluorescence polarization | inhibition, % at 9 µM | actives 0.078% (n = 340,000) | AID 504423;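 active means highest replicate inhibition at or above 60% at 9 µM, even if other replicates fall short; inactive means all replicates below 60% inhibition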;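 further: 0% = neutral control wells and 100% = 4 µM acridine orange control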
# RTF Ca sens inh: cardiac RTF calcium desensitization; P19429+P45379; IANBD-labeled cardiac RTF, Ca2+ fluorescence; inhibition, % at 7.15 µM; actives 0.12% (n = 340,000);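 active means inhibition above the mean inhibition of all tested compounds plus 3 SD, cut at about 17% in these data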;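 further: assay run at fixed EC70 calcium of 1.6 mM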
# NSD2 HMT inh: inhibitors of human histone methyltransferase NSD2; O96028; NSD2 peptide methylation, AlphaScreen, 120 min; actives 0.54% (n = 310,000); inhibition, % at 12.5 µM; in the data active means inhibition above about 50%
# Target sequence (O96028 whole entry, looked up): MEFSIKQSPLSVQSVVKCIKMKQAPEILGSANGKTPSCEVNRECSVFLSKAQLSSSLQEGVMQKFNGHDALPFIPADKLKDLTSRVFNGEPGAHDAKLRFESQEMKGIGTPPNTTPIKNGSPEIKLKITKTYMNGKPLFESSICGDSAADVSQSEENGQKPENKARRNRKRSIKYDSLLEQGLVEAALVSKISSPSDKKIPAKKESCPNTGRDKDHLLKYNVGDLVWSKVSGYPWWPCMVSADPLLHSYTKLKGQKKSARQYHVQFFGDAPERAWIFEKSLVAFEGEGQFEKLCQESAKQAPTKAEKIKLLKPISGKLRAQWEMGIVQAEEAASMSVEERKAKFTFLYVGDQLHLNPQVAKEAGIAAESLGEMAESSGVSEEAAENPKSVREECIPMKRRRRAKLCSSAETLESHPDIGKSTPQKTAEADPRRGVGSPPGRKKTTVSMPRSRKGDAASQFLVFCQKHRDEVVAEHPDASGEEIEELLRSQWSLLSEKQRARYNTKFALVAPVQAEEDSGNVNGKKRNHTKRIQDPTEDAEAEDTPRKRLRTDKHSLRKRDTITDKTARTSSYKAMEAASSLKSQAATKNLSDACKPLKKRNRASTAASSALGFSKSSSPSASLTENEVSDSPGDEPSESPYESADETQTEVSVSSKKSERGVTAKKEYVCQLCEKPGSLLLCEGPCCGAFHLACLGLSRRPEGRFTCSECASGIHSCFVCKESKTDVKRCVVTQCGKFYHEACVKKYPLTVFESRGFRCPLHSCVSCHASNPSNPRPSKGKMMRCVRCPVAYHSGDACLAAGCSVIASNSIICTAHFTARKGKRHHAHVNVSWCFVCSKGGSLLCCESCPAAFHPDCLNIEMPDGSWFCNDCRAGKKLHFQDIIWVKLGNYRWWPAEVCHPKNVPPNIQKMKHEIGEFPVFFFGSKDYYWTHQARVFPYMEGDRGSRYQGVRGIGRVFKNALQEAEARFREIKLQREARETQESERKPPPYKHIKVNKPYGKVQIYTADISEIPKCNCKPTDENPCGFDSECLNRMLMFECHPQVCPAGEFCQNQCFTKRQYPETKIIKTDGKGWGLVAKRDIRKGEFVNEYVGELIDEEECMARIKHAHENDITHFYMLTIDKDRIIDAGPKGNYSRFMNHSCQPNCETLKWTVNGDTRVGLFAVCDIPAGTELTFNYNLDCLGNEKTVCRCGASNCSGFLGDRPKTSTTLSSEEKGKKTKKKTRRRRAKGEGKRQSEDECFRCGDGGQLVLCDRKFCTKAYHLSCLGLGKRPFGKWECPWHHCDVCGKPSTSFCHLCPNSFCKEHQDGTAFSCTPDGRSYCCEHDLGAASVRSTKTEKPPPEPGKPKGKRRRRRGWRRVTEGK
# PKA-R2B activ: activators of human PKA-R2B complex; P22694+P31323; PKA-R2B holoenzyme dissociation, Cy5-IP20 fluorescence polarization; R2B truncated from residue 108, S112A mutant; 0% DMSO only, 100% 113 µM cGMP; activation, % at 11.4 µM; actives 0.079% (n = 340,000); AID 504700;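 active means activation above a cutoff set at the mean over all compounds plus 3 SD, cut at about 18% in these data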;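 further: higher means more holoenzyme dissociation and a rise in polarization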
# PvdQ inh: P. aeruginosa PvdQ acylase inhibition; AID 488965; purified PvdQ acylase, fluorescence plate reader; actives 0.063% (n = 340,000); inhibition, % at 10 µM; in the data active means inhibition above about 30%, passing the limit was not always enough;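 further: 0% = vehicle neutral wells and 100% = reference inhibitor wells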
# SR-BI HDL uptake: inhibitors of mouse SR-BI mediated HDL lipid uptake; ldlA[mSR-BI] CHO cells, DiI-HDL uptake fluorescence, 3 h; actives 0.96% (n = 320,000); inhibition, % at 12.5 µM;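 active means mean replicate inhibition of at least 70% and a set share of replicates each scoring 70 or more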;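 further: 0% = median of neutral control wells and 100% = median of positive control wells; values of inactives mirror those of a sister screen read the other way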
# Arrestin-AP2 inh: blocks beta-arrestin peptide binding to AP2 adaptin; AID 504490; actives 0.31% (n = 340,000); FITC-arrestin peptide / GST-AP2 beads, flow cytometry; AP2 beta2 appendage carries R879A mutation; inhibition, % at 10 µM;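 active means inhibition above a set limit, near 3 SD of compounds lacking own fluorescence, cut at about 54% in these data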;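 further: plate controls were DMSO wells for no effect and 5 µM unlabelled arrestin peptide for full effect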
#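 System: GST-tagged AP2 beta2-adaptin appendage (R879A) on 4 µm glutathione beads / Reagent: FITC-arrestin peptide, 50 nM / Detection: HyperCyt-sampled flow cytometry, FL1 channel, ex 488/em 535 nm / Timing: 12 min plus 1 h, RT / Buffer or medium: PBS plus Tween 20 (0.05%) and BSA (0.1%)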
# DAGLB inh: diacylglycerol lipase beta (human) inhibition; Q8NCG7; HEK293T DAGLB membrane lysate, EnzChek fluorogenic substrate; inhibition, % at 5.17 µM; actives 0.059% (n = 340,000); AID 504411; in the data active means inhibition above about 34%;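 further: 0% = enzyme with vehicle and 100% = wells lacking enzyme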
# SR-BI uptake up: enhances SR-BI lipid uptake from DiI-HDL; CHO ldlA[mSR-BI] cells, DiI-HDL uptake fluorescence, 3 h; 100 = double the neutral-control signal; activation, % at 12.5 µM; actives 0.096% (n = 320,000);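 active means mean replicate activation of at least 60% and every replicate at or above 60%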;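 further: 0% = median plate neutral-control signal and 100% = twice that signal; values of inactives mirror those of a sister screen read the other way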
#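 Material – SR-BI-overexpressing, LDLR-lacking CHO cells · Medium – BSA-supplemented, HEPES-buffered Ham's F12, pH 7.4 · Doses – single concentration · Times – compound with DiI-HDL co-incubation, 3 h at 37 °C · Measured by – bottom-read fluorescence, 550/595 nm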
# An asterisk follows results filed as active; . = no result given.
# Preview, 3 compounds:
SMILES,Keap1 Nrf2 FP,C-LANA FP,RTF Ca sens inh,NSD2 HMT inh,PKA-R2B activ,PvdQ inh,SR-BI HDL uptake,Arrestin-AP2 inh,DAGLB inh,SR-BI uptake up
O=C(CN1CCN(CC(=O)Nc2ccc(F)cc2)CC1)NCC1(N2CCOCC2)CCCCC1,-1,1.3,-2,-5,-9,-13,2,4,-1,-2
O=c1nc2scc(-c3ccccc3)n2c2ccccc12,9,0.3,-5,-3,-7,9,-7,22,-3,7
O=C(CCC(=O)n1ncc2ccccc21)NCc1ccccc1Cl,1,-0.6,3,.,5,-2,-8,18,-5,8

# Results, from the start:
SMILES,Keap1 Nrf2 FP,C-LANA FP,RTF Ca sens inh,NSD2 HMT inh,PKA-R2B activ,PvdQ inh,SR-BI HDL uptake,Arrestin-AP2 inh,DAGLB inh,SR-BI uptake up
O=C(CN1CCN(CC(=O)Nc2ccc(F)cc2)CC1)NCC1(N2CCOCC2)CCCCC1,-1,1.3,-2,-5,-9,-13,2,4,-1,-2
O=c1nc2scc(-c3ccccc3)n2c2ccccc12,9,0.3,-5,-3,-7,9,-7,22,-3,7
O=C(CCC(=O)n1ncc2ccccc21)NCc1ccccc1Cl,1,-0.6,3,.,5,-2,-8,18,-5,8
Cc1ccc(SCc2ccc(C(=O)Nc3cccc([N+](=O)[O-])c3C)cc2)cc1,-4,0.8,5,-2,-5,-16,22,5,-13,-22
CCn1cc(C(=O)N(CCCN2CCOCC2)Cc2ccco2)c(=O)c2ccc(C)nc21,0,-1.8,-5,-1,-1,-15,8,-10,-1,-8
CC(=O)Nc1ccc2nc(N)sc2c1,2,-1.3,-2,0,-1,-9,-31,-2,-2,31
NCCNC(=O)Cc1cccc(NC(=O)Cc2ccc(Nc3ncnc4c3ncn4[C@@H]3O[C@H](CO)[C@@H](O)[C@H]3O)cc2)c1,-1,0.0,-7,.,-1,1,-10,4,-2,10
CC(=O)Nc1ccc(S(=O)(=O)NC2CC(=O)N(c3ccc(C)cc3)C2)cc1 (configuration not stated),5,-0.8,-11,1,5,9,-16,-2,2,16
CCCn1c(=S)[nH]c2cc(OC)c(OC)cc2c1=O,-3,1.6,1,-1,-1,-6,39,9,-2,-39
COc1ccccc1N1CCN(C(=O)c2oc3ccc(F)cc3c2C)CC1,-3,-0.5,-7,35,-3,-8,3,11,-11,-3
Cc1onc(-c2ccccc2Cl)c1C(=O)OCN1C(=O)c2ccccc2C1=O,0,0.3,-9,-1,4,-13,-5,16,-3,5
CC(C)CC(=O)/C(=C/c1ccc(N(C)C)cc1)n1cncn1,-11,-5.9,-9,0,0,-6,-7,1,0,7
O=C(O/N=C1/CCSc2ccccc21)c1ccc(F)cc1,-6,-2.0,-6,-1,2,-2,4,4,-11,-4
Clc1ccc2[nH]c3c(c2c1)CNCC3,-2,-1.0,-4,-1,-7,-1,-5,34,-1,5
CCC(C)Cn1cnc2c(Sc3c([N+](=O)[O-])ncn3C)nc(N)nc21 (configuration not stated),-5,1.0,-3,10,-3,-22,0,2,0,0
CN(C)c1nc(N)nc(Cn2nnc(-c3ccc(C(F)(F)F)cc3)n2)n1,-5,-0.7,-4,-5,8,-4,6,11,-1,-6
CN(C)c1ccc(C(=O)N2CCCC(CCC(=O)N3CCN(c4ccccn4)CC3)C2)cc1 (configuration not stated),-2,-1.4,-7,1,-13,-8,-3,-9,-2,3
O=C(CN1C(=O)C2(OCCCO2)c2ccccc21)NCc1ccccc1,1,0.8,-2,-4,1,3,-18,26,-2,18
C[C@H](CO)N1C[C@H](C)[C@@H](CN(C)C(=O)Nc2ccc(C(F)(F)F)cc2)Oc2c(cccc2N(C)C)C1=O,0,0.1,-9,.,-3,3,11,9,-1,-11
Nc1nc2ccc(OC(F)(F)F)cc2s1,-5,-0.9,6,.,-2,-5,-6,2,-1,27

# Sorted by molecular weight (ascending): some entries from above
SMILES,Keap1 Nrf2 FP,C-LANA FP,RTF Ca sens inh,NSD2 HMT inh,PKA-R2B activ,PvdQ inh,SR-BI HDL uptake,Arrestin-AP2 inh,DAGLB inh,SR-BI uptake up
Clc1ccc2[nH]c3c(c2c1)CNCC3,-2,-1.0,-4,-1,-7,-1,-5,34,-1,5
O=C(O/N=C1/CCSc2ccccc21)c1ccc(F)cc1,-6,-2.0,-6,-1,2,-2,4,4,-11,-4
CN(C)c1nc(N)nc(Cn2nnc(-c3ccc(C(F)(F)F)cc3)n2)n1,-5,-0.7,-4,-5,8,-4,6,11,-1,-6

# Other entries.
SMILES,Keap1 Nrf2 FP,C-LANA FP,RTF Ca sens inh,NSD2 HMT inh,PKA-R2B activ,PvdQ inh,SR-BI HDL uptake,Arrestin-AP2 inh,DAGLB inh,SR-BI uptake up
COc1cc2ccccc2cc1C(=O)Nc1ccc2oc(=O)ccc2c1,-2,-0.1,-16,-3,5,5,.,23,-2,.
COc1ccc(CCN(C)CC(O)COc2c(C)ccc(C)c2C)cc1OC (configuration not stated),-1,-1.8,-3,13,-9,6,8,10,-1,-8
Cc1ccc(C)c(-n2c(C)cc(/C=N/NC(=O)c3c(C)nc4cc(C)ccn34)c2C)c1,-4,-0.2,-5,2,-2,-9,65,15,3,-65
CC1CCCN(C(=O)c2cc(-c3ccco3)nc3ccccc23)C1 (configuration not stated),-4,-1.1,-6,3,0,-15,42,21,2,-42
CCc1ccc(NC(=O)c2cc(C)on2)cc1,0,-0.5,1,31,-3,8,-3,21,-3,3
O=C(N/N=C/c1c[nH]c2ccccc12)C1CC1(c1ccccc1)c1ccccc1 (configuration not stated),-3,-1.8,-6,31,-6,-2,2,8,2,-2
CC(=O)c1ccc(NC(=O)NC2CCCc3ccccc32)cc1 (configuration not stated),-1,-1.8,5,-7,-1,-1,51,-4,-3,-51
O=C(Nc1nnc(-c2ccncc2)o1)c1ccccc1F,-1,-0.2,6,4,9,-6,-29,12,-1,29
COc1ccccc1C(=O)NCCC(=O)NCC(c1ccccc1)N(C)C (configuration not stated),-6,1.6,-3,-1,-17,-13,-14,-3,-3,14
COc1ccccc1N1CCN(C(=O)c2ccc(C(C)(C)C)cc2)CC1,2,-0.6,4,2,-16,4,9,10,-7,-9

# Looked up above.
# Entry for `Cc1ccc(SCc2ccc(C(=O)Nc3cccc([N+](=O)[O-])c3C)cc2)cc1` in Keap1 Nrf2 FP: -4
# Entry for `CC1CCCN(C(=O)c2cc(-c3ccco3)nc3ccccc23)C1` (configuration not stated) in DAGLB inh: 2
# Entry for `C[C@H](CO)N1C[C@H](C)[C@@H](CN(C)C(=O)Nc2ccc(C(F)(F)F)cc2)Oc2c(cccc2N(C)C)C1=O` in RTF Ca sens inh: -9
# Entry for `COc1cc2ccccc2cc1C(=O)Nc1ccc2oc(=O)ccc2c1` in Arrestin-AP2 inh: 23
# Entry for `CN(C)c1ccc(C(=O)N2CCCC(CCC(=O)N3CCN(c4ccccn4)CC3)C2)cc1` (configuration not stated) in Keap1 Nrf2 FP: -2

# (more compounds)
SMILES,Keap1 Nrf2 FP,C-LANA FP,RTF Ca sens inh,NSD2 HMT inh,PKA-R2B activ,PvdQ inh,SR-BI HDL uptake,Arrestin-AP2 inh,DAGLB inh,SR-BI uptake up
CCOC(=O)C1=C(c2cccc(Oc3ccccc3)c2)NC(=S)NC1C (configuration not stated),-5,0.4,-10,0,3,-10,64,-14,-1,-64
COc1ccc(-c2nnnn2C)cc1S(=O)(=O)NCc1ccccc1,-4,-0.2,-2,-2,-2,-23,-10,-7,3,10
C=CCSC1=N/C(=C\c2ccsc2)C(=O)S1,-2,-1.2,3,-1,1,-8,-12,-3,-8,12
O=C(CCC(=O)Nc1ccc(F)cc1)N/N=C/c1ccccc1,1,-2.2,-6,-1,6,-9,4,4,-3,-4
Cc1ccc2nc(N(CCCN(C)C)C(=O)CCc3ccccc3)sc2c1,-2,-0.2,-13,-4,5,-15,-2,2,0,2
Cc1nc2c(O)c3c(c(O)c2nc1C)C1C=CC3CC1,5,2.9,-3,.,5,-9,-2,12,-1,2
Cc1ccsc1C(=O)N(C)CC(=O)N(CC(C)C)c1c(N)n(CC(C)C)c(=O)[nH]c1=O,-2,-1.5,-11,-2,0,-1,-2,-1,2,2
Cc1ccccc1N(C)C(=O)c1coc(=O)c2ccccc12,1,-0.8,5,4,-23,4,4,23,0,-4
COc1cc(F)c(C(=O)NC(C)(C)CO)cc1OC,3,0.8,-2,.,6,-2,-27,2,0,27
N#CC1=C(S)N(c2ccccc2)C(c2ccco2)NC1=O (configuration not stated),-6,-0.2,10,9,1,-12,-14,5,1,14
Cc1cc(OC(C)C(=O)NCCCn2ccnc2)c2c(C)c(C)c(=O)oc2c1 (configuration not stated),-3,0.2,-7,0,3,-15,8,-8,-1,-8
OC(CN1CCN(c2ccccc2)CC1)c1c[nH]c2ccccc12 (configuration not stated),-3,1.5,-7,.,-7,-19,-6,-1,-1,6
COc1ccc(C2=CN3CCCCC3CC2=O)cc1OC (configuration not stated),-6,-0.6,-4,.,8,-11,-18,1,1,18
CSc1ccc(S(=O)(=O)N2CCC(C(=O)NC3CC3)CC2)cc1,-3,-0.5,-6,-5,5,-8,.,-4,0,.
O=C(COC(=O)c1cc(-c2ccccn2)nc2ccccc12)Nc1ncc(C(F)(F)F)cc1Cl,-2,1.7,-8,0,-6,-4,-7,-3,2,7
CCOc1ccccc1N1CC(C(=O)Nc2ccccc2N2CCOCC2)CC1=O (configuration not stated),-5,-1.2,-10,2,8,-2,-1,-12,2,1
CC#CC[N+](C)(C)CC(=O)c1ccccc1,-9,-1.2,-8,-5,4,-12,-2,-5,0,2
COc1ccccc1C(=O)NC(=O)COC(=O)c1nccnc1N,.,.,-4,1,3,-7,-24,-1,1,24
FC(F)(F)c1ccc(-c2nc(=S)[nH][nH]2)cc1,-5,1.1,-11,1,-7,-13,17,9,-1,-17
O=C(c1ccco1)N1CCCN(Cc2nc(-c3ccc4c(c3)OCO4)no2)CC1,-1,-0.7,5,0,7,-4,12,8,0,12
O=C(O)CSCCC(=O)Nc1ccc(F)cc1,-6,1.0,-1,-6,-2,-25,1,-1,1,-1
O=C(O)CC1(CC(=O)Nc2ccc3ccccc3c2)CCCCC1,-3,1.7,-2,0,-4,-16,9,-2,0,-9

# Screening data deposited in PubChem BioAssay by several laboratories.
